NF-kB expr up: raises NF-kB expression in human neuronal cells; NF-kB reporter expression; hits give high values; fold change at 12.5 µM; actives 1.6% (n = 190,000); AID 1239; in the data active = fold change above about 3.3
TLR4-MyD88 BLA: inhibitors of human TLR4-MyD88 binding; O00206+Q99836; HeLa CL3-4 TLR4/MyD88 BLA complementation, FRET ratio; inhibition, % at 8.4 µM; actives 0.18% (n = 200,000); in the data active = inhibition above about 25%;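 note: 0% = vehicle and 100% = reference inhibitor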
STAT1 activator: activators of IFN-gamma induced STAT1 signaling; NIH 3T3 STAT1-luciferase reporter, luminescence; 100% = IFN-gamma alone, no compound; activation (% of control), % at 5.5 µM; actives 2.6% (n = 200,000);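 active = activation above the screen-wide mean activation plus 3 SD, cut at about 130% in these data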;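 note: raw ratio to IFN-gamma control signal so 100% means no change and 0% no light; values of inactives mirror those of a sister screen read the other way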
G6PDH CS: L. mesenteroides G6PDH inhibition counter-screen; actives 0.12% (n = 200,000); Purified L. mesenteroides G6PDH, diaphorase/resazurin coupled fluorescence, 45 min; inhibition, % at 5 µM; in the data active = inhibition above about 50%
APP transl inh: APP translation inhibition. actives 0.82% (n = 190,000). SH-SY5Y APP 5'UTR-luciferase reporter, luminescence. AID 1285. inhibition, % at 2 µM;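 active = inhibition above a set limit, derived from the sample mean plus 3 SD, cut at about 45% in these data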; note: values of inactives mirror those of a sister screen read the other way
FLuc inhib CS: counter-screen for luciferase assay inhibitors: firefly luciferase inhibition; P08659; ATPLite firefly luciferase biochemical luminescence, 10 min; inhibition, % at 10 µM; actives 1.5% (n = 200,000); AID 1006;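 active = inhibition above about 50% when tested at 10 µM, limit read from the data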
Target sequence (P08659 whole entry, looked up): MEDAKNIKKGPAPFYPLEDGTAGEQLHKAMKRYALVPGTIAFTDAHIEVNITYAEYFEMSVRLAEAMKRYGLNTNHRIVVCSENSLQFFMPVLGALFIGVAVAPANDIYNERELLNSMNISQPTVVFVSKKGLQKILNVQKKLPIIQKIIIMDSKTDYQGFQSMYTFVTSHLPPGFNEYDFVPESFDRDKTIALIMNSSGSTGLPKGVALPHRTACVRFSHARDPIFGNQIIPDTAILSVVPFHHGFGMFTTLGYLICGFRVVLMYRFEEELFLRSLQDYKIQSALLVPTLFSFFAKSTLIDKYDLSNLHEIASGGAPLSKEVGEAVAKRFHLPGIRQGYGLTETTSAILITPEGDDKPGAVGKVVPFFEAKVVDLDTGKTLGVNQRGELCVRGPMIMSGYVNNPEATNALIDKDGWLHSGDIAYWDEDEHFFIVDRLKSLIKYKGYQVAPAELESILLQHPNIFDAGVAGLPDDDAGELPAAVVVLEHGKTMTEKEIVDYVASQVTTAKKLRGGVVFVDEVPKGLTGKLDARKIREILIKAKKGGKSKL
APP 5'UTR act: activates APP 5'UTR luciferase reporter; SH-SY5Y APP 5'UTR luciferase reporter, luminescence; zero percent = DMSO vehicle wells; activation, % at 2 µM; AID 1276; actives 1% (n = 190,000);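 active = activation above a set limit, based on mean plus 3 SD of controls, cut at about 140% in these data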; note: values of inactives mirror those of a sister screen read the other way
Diaphorase inh: diaphorase inhibition or chemical oxidation counter-screen | diaphorase resazurin-to-resorufin fluorescence, NADH, 16 min; bacterial (C. kluyveri) enzyme, not human | inhibition, % at 20 µM | actives 0.69% (n = 190,000) | AID 1217;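 active = primary screen inhibition at 20 µM above a set limit, cut at about 50% in these data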;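 note: plate controls were DMSO with full reaction for no effect and wells lacking NADH for full effect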
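Test system: Clostridium kluyveri diaphorase enzyme / Quantity: diaphorase at 0.14 U/mL in enzyme working solution / Incubation: 16-min room-temperature incubation before reading / Benchmarks: NADH-free wells as positive control, DMSO-only neutral wells / Signal: resorufin fluorescence 544/590 nm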
Diaph act CS: diaphorase activation or chemical reduction counter-screen; Diaphorase/resazurin coupled assay, resorufin fluorescence, 16 min; hits give high values; 1 = vehicle wells, 0 = NADH-free wells; activation factor at 20 µM; actives 0.005% (n = 190,000); AID 1229;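 active = diaphorase activity raised at least twofold by the compound at 20 µM; inactive = activation factor below 2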
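Assay system: Purified diaphorase enzyme from Clostridium kluyveri | Amount: Enzyme 0.07 U/mL final | Dosing: Compound 20 µM once, DMSO 1% | Timing: 16 min reaction at room temperature | Detection: Fluorescence, excitation 544 nm and emission 590 nm | Evaluation: Higher resorufin formation from activation or reduction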
FLuc act counter: firefly luciferase counter-screen for stimulation assays; P08659; ATPlite luciferase biochemical, luminescence, 10 min; 0 = ATP-free wells, 1 = DMSO control; activation factor at 10 µM; 200,000 tested, under 10 active; AID 1027;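 active = luciferase activation factor, scaled between plate controls, of at least 2 with compound at 10 µM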
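System: Luciferase/luciferin detection reagent, cell-free biochemical luciferase assay | Medium: PBS buffer for ATP | Dosing: Test compounds dosed from 2 mM stocks in 100% DMSO | Timing: 10 min at ambient temperature | Signal: Luminescence measurement of luciferase light output | Evaluation: Luciferase activation, seen as luminescence increase over controls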
* marks the source's active call; other numbers are inactive results; . = not tested or not shown.

Second line of a record – NF-kB expr up	TLR4-MyD88 BLA	STAT1 activator	G6PDH CS	APP transl inh	FLuc inhib CS	APP 5'UTR act	Diaphorase inh	Diaph act CS	FLuc act counter
- O=S(Cc1ccc(Br)cc1)Cc1nnc(SCc2c(F)cccc2Cl)n1-c1ccccc1 (stereo unspecified)
  0.72	0	97	0	6	-10	-6	27	0.7	1.1
- COC(=O)CN(c1ccccc1)S(=O)(=O)c1ccc(F)cc1
  1.1	-1	91	2	-10	-10	10	2	1	1.1
- CC(C)CCN1CCN(Cc2ccc3nsnc3c2)CC1CCO (stereo unspecified)
  1.1	-8	99	13	3	-7	-3	27	0.7	1.1
- O=[N+]([O-])c1ccc(C=Nc2ccc(Cl)cc2Cl)s1
  1.2	-4	97	5	-5	7	5	2	1	0.9
- CCC(Sc1nc2ccc(N)cc2s1)C(=O)Nc1nccs1 (stereo unspecified)
  1	5	94	21	16	0	-16	24	0.8	1
- Cc1cc(C)n2nc(SCc3ncc(-c4ccccc4)o3)nc2n1
  1.1	.	.	7	.	-2	.	29	0.7	1
- COc1ccc(NC(=O)CN(C)CC(=O)Nc2cccc(S(=O)(=O)N(C)c3ccccc3)c2)cc1
  1.3	11	98	7	-23	-5	23	18	0.8	1.1
- CCc1c(C)nc(N)n2c(SCC(=O)N3CCN(c4ccccc4F)CC3)nnc12
  .	.	.	2	.	-7	.	9	0.9	1.1
- Cc1cc(NC(=O)c2c(F)cccc2Cl)no1
  1.3	10	103	4	-3	2	3	-8	1.1	1
- CCOC(=O)C1CCN(c2c(NCCN3CCCCC3C)c(=O)c2=O)CC1 (stereo unspecified)
  1	4	100	-10	-5	-7	5	8	0.9	1.1
- COCCn1c(=O)[nH]c2cc(C(=O)NCc3cccnc3)ccc2c1=O
  1.5	2	103	2	-4	-1	4	13	0.9	1
- CC(C)c1ccc(NC(=O)CCNS(=O)(=O)c2cccc3nonc23)cc1
  0.84	-6	90	3	4	-7	-4	22	0.8	1.1
- Cc1csc2nc(CNS(=O)(=O)c3ccc4c(c3)OCCO4)cn12
  1.1	17	96	-10	-6	-9	6	5	0.9	1.1
- CC(=O)Nc1cc(C(=O)N2CCCC2)ccc1Sc1ccc(Cl)cc1
  1	-2	72	-4	4	-2	-4	15	0.9	1
- CN(CCC1CCOCC1)Cc1nc(Cc2ccccc2F)no1
  1	15	95	9	6	0	-6	2	1	1
- Cc1ccc2nc(NNC(=O)c3ccc4c(c3)OCCO4)sc2c1
  1	7	93	18	-20	-2	20	10	0.9	1
- CN(C(=O)CSc1nc(N)nn1-c1ccccc1)c1ccccc1
  1.1	-5	96	6	1	-5	-1	14	0.9	1
- COc1ccc(CN2CCNC(=O)C2CC(=O)NCCCn2cccn2)c(OC)c1 (stereo unspecified)
  1.3	-10	100	7	21	-4	-21	12	0.9	1
- Cc1cccc(C(=O)N2CCN(c3ccc(C(F)(F)F)cn3)CC2)c1C
  0.84	0	94	-3	15	-3	-15	9	0.9	1
- CCOc1ccc(-c2nc(C#N)c(NCC(C)C)o2)cc1
  1	-18	102	4	0	-4	0	21	0.8	1
- Cc1ccc(S(=O)(=O)NCCC(c2ccc(F)cc2)c2ccco2)cc1 (stereo unspecified)
  0.98	-9	117	-11	-9	-5	9	18	0.8	1.1
- CC(C)(C)c1ccc(C(=O)NC(=S)Nn2cnnc2)cc1
  0.91	0	100	-1	-1	16	1	30	0.7	0.8
- Cc1ccc(-c2cc(-c3n[nH]c(=S)n3C)c3ccccc3n2)cc1
  1.2	6	107	0	5	31	-5	19	0.8	0.7
- CC(=O)Nc1ccc(S(=O)(=O)N2CCN(c3nnnn3-c3ccccc3)CC2)cc1
  1.1	-4	102	8	-1	-3	1	7	0.9	1
- Cc1ccc(C2C(C=Nc3c(C)n(C)n(-c4ccccc4)c3=O)=C(c3ccccc3)Oc3ccccc32)cc1 (stereo unspecified)
  0.65	11	96	4	-17	-11	17	19	0.8	1.1
- C=CCOc1ccc(CNCCO)cc1OCC
  1.2	-2	101	2	16	-4	-16	2	1	1
- CCc1nnc(NC(=O)C2CCN(S(=O)(=O)Cc3ccccc3)CC2)s1
  1.1	-6	97	4	0	-5	0	11	0.9	1.1
- O=C(CSc1cccc2cccnc12)NCc1ccco1
  1	0	103	-3	-12	5	12	-7	1.1	0.9
- CC(=O)Nc1ccc(NC2=C/C(=N/S(=O)(=O)c3cccs3)c3ccccc3C2=O)cc1
  0.16	-12	15	44	35	14	-35	8	0.9	0.9
- CCn1cc(CN2CCN(CCc3ccccc3)C(CCO)C2)c(C)n1 (stereo unspecified)
  0.82	5	108	1	-17	-5	17	8	0.9	1

3 entries from above, with tabs:
Compound	NF-kB expr up	TLR4-MyD88 BLA	STAT1 activator	G6PDH CS	APP transl inh	FLuc inhib CS	APP 5'UTR act	Diaphorase inh	Diaph act CS	FLuc act counter
Cc1ccc(-c2cc(-c3n[nH]c(=S)n3C)c3ccccc3n2)cc1	1.2	6	107	0	5	31	-5	19	0.8	0.7
CC(=O)Nc1ccc(S(=O)(=O)N2CCN(c3nnnn3-c3ccccc3)CC2)cc1	1.1	-4	102	8	-1	-3	1	7	0.9	1
Cc1ccc(C2C(C=Nc3c(C)n(C)n(-c4ccccc4)c3=O)=C(c3ccccc3)Oc3ccccc32)cc1 (stereo unspecified)	0.65	11	96	4	-17	-11	17	19	0.8	1.1

More entries follow.
Second line of a record – NF-kB expr up	TLR4-MyD88 BLA	STAT1 activator	G6PDH CS	APP transl inh	FLuc inhib CS	APP 5'UTR act	Diaphorase inh	Diaph act CS	FLuc act counter
- COc1ccccc1CC(=O)Nc1cccc2c1CCCC2
  1.1	-15	101	20	-2	3	2	2	1	1
- CCOC(=O)c1ccc(/C=C2/C=C(c3ccccc3)N(c3ccc(Cl)c(C(=O)O)c3)C2=O)cc1
  0.73	14	96	-7	24	-4	-24	27	0.7	1
- CC1CC(C)CN(CC(=O)N2CCc3[nH]c4ccccc4c3C2)C1 (stereo unspecified)
  0.98	4	98	8	-11	-4	11	3	1	1
- CS(=O)(=O)N(CC(=O)NCc1ccco1)c1cccc([N+](=O)[O-])c1
  0.93	15	106	6	6	0	-6	12	0.9	1
- CCOc1ccccc1OCC(=O)Nc1ccc(S(=O)(=O)Nc2nc(C)cc(C)n2)cc1
  1	7	103	6	2	0	-2	13	0.9	1
- CCC1(C(=O)OC)NC(c2ccco2)C2C(=O)N(c3ccc(F)cc3)C(=O)C21 (stereo unspecified)
  1.2	-13	97	15	-17	2	17	16	0.8	1
- Cc1cc(Nc2cccc(Cl)n2)n(-c2ccccc2)n1
  1.1	-1	102	2	20	-3	-19	14	0.9	1
- Cc1c(C(=O)NC(=S)Nc2ccc(NC(=O)c3cccs3)cc2)cccc1[N+](=O)[O-]
  .	-1	94	.	4	.	-4	.	.	.
- COc1cccc(N(C(=O)c2ccn[nH]2)C2(C(=O)Nc3c(C)cccc3C)CCCCC2)c1
  0.96	3	90	6	15	-10	-15	6	0.9	1.1
- O=C1OC(c2ccccc2)=N/C1=C\C=C\c1ccco1
  1.2	0	102	17	9	26	-9	15	0.8	0.7
- Cc1c(Cl)cccc1Nc1nc(N)nc(CSCCO)n1
  1	4	102	-2	8	-1	-8	4	1	1
- N#C/C(=C/c1cn(-c2ccccc2)nc1-c1cccc(OCc2ccc(F)cc2)c1)C(=O)NCCCn1ccnc1
  0.45	-7	103	-3	-5	-6	5	-9	1.1	1.1
- Cc1nnc(NCc2ccco2)s1
  1.4	-10	91	5	9	-5	-9	4	1	1.1
- COc1ccc2c(c1)NC1(O)c3ccccc3C(=O)C21O (stereo unspecified)
  1.1	-12	97	-4	-7	-6	7	14	0.9	1.1
- COc1ccc(/C(=C/Nc2cccc(Br)c2)C(C)=O)cc1OC
  1.1	-2	95	-4	7	-4	-7	12	0.9	1
- COc1cc(OC)cc(-c2nnc(SCC(=O)Nc3ccc(C(=O)O)cc3)s2)c1
  1.1	-12	93	2	1	3	-1	34	0.7	1
- Cc1ccc(NCN2C(=O)C(=O)c3ccccc32)nc1
  1.3	-4	96	-5	-3	-8	3	10	0.9	1.1
- CCOc1ccc(-c2nc(CSc3nncs3)cs2)cc1OC
  1.1	0	109	-3	-17	-1	17	14	0.9	1
- CC/C(=C\C(=O)c1ccncc1)Nc1ccc(Br)cc1
  1.1	6	98	3	-2	-3	2	8	0.9	1
- O=C(Nc1ccc(Cc2ccncc2)cc1)c1ccc(Cl)c([N+](=O)[O-])c1
  0.92	4	102	10	10	76*	-10	2	1	0.2
- Cc1cc(=O)cc(C)n1-c1ccccc1N1CCOCC1
  1	-12	98	-18	6	-4	-5	20	0.8	1
- O=c1[nH]c(NCc2ccco2)nnc1Cc1ccccc1Cl
  1.1	6	90	-2	12	-5	-13	12	0.9	1
- CCn1c(CNC(=O)c2cccs2)nnc1SCC(=O)Nc1ccc(Cl)cc1
  0.9	-10	85	10	-15	-3	15	-2	1	1
- CN(C)C(=O)c1ccc(NC(=O)c2cccnc2)cc1
  1.2	-4	95	2	7	-3	-7	9	0.9	1
- COC(=O)CSC(=S)N1CCCC(C)C1 (stereo unspecified)
  .	-14	96	3	-2	1	2	2	1	1
- CN1C(=O)/C(=C2/C=Cc3ccccc3N2CCCS(=O)(=O)O)SC1=S
  1.1	11	103	16	-1	8	1	35	0.7	0.9
- Nc1ncc2c(n1)CC(c1ccco1)CC2=O (stereo unspecified)
  1.2	2	111	0	-24	-6	24	15	0.9	1.1
- O=C(NNc1ncnc2c1cnn2-c1ccccc1)c1ccco1
  1.3	-1	101	9	-6	6	6	11	0.9	0.9

Part of the list above in order of number of heavy atoms, ascending.
Second line of a record – NF-kB expr up	TLR4-MyD88 BLA	STAT1 activator	G6PDH CS	APP transl inh	FLuc inhib CS	APP 5'UTR act	Diaphorase inh	Diaph act CS	FLuc act counter
- Nc1ncc2c(n1)CC(c1ccco1)CC2=O (stereo unspecified)
  1.2	2	111	0	-24	-6	24	15	0.9	1.1
- CC/C(=C\C(=O)c1ccncc1)Nc1ccc(Br)cc1
  1.1	6	98	3	-2	-3	2	8	0.9	1
- COc1ccccc1CC(=O)Nc1cccc2c1CCCC2
  1.1	-15	101	20	-2	3	2	2	1	1
- CN1C(=O)/C(=C2/C=Cc3ccccc3N2CCCS(=O)(=O)O)SC1=S
  1.1	11	103	16	-1	8	1	35	0.7	0.9
- O=C(Nc1ccc(Cc2ccncc2)cc1)c1ccc(Cl)c([N+](=O)[O-])c1
  0.92	4	102	10	10	76*	-10	2	1	0.2
- CCn1c(CNC(=O)c2cccs2)nnc1SCC(=O)Nc1ccc(Cl)cc1
  0.9	-10	85	10	-15	-3	15	-2	1	1

Source: PubChem (several laboratories)
